Bioassay records from PubChem BioAssay.
Growth percent in the NCI-60 one-dose screen (48 h, 10 µM unless noted): 100 = growth as untreated, 0 = no growth, -100 = all killed.
MOLT-4 – MOLT-4 leukemia cells; 80,000 tested, 6.9% active; AID 1794779
MCF7 – MCF7 breast cancer | 82,000 tested, 6.3% active | AID 1794796
RPMI-8226 – RPMI-8226 leukemia cells | 77,000 tested, 7.5% active
K-562 – K-562 leukemia; 78,000 tested, 7.4% active; AID 1794777
MDA-MB-435 – MDA-MB-435 melanoma. 82,000 tested, 7.8% active. AID 1794794
MDA-MB-468 – MDA-MB-468 breast cancer; 78,000 tested, 8.5% active; AID 2202374
MDA-MB-231 – MDA-MB-231 breast cancer | 81,000 tested, 5% active
SR – SR leukemia cells; 73,000 tested, 8.7% active; AID 1794780
The depositor's hits bear a star; · = no result given; & = joins results of further samples. How the source made its calls: active means growth percent below 10; inactive means the rest.

SMILES	MOLT-4	MCF7	RPMI-8226	K-562	MDA-MB-435	MDA-MB-468	MDA-MB-231	SR
CCOP(=O)(OCC)O[C@H]1CC[C@]2(C)[C@H]3CC[C@@H]4[C@@H]([C@](C)(O)CCC=C(C)C)CC[C@@]4(C)[C@]3(C)CC[C@H]2C1(C)C	-15*	-0.3*	2.3*	13	30	-23*	14	-7.2*
COc1ccc(/C=C(\C#N)C(N)=O)cc1	107	93	106	97	102	98	105	112
O=C(CBr)c1c2c(cc3c1CCCC3)CCCC2	39	61	72	52	74	90	87	11
c1ccc2c(c1)NC1(CCCCC1)S2	96	107	112	120	112	105	99	107
N#Cc1ccc(NC(=O)Nc2ccc([N+](=O)[O-])cc2Cl)cc1	92	90	82	85	94	88	105	85
CN(C)CCCN1c2ccccc2CCc2ccc(Cl)cc21	31	51	48	·	28	-22*	16	49
CC1COc2c(N3CCN(C)CC3)c(F)cc3c(=O)c(C(=O)NNC(=S)Nc4ccc(Cl)cc4)cn1c23 (stereo not drawn)	105	85	109	98	104	88	97	98
c1ccc(Nc2csc(Nc3cnccn3)n2)cc1	103	95	102	101	101	101	101	105
C/C(CC(C)C)=N/NC(N)=S	52	21	74	56	104	7.0*	100	91
Cc1cc(NC(=O)c2ccc3noc(-c4ccccc4)c3c2)ccc1N1CCCC1=O	84	94	88	83	103	111	99	81
CC1(C)CC[C@]2(C(=O)O)CC[C@]3(C)C(=CCC4[C@@]5(C)C[C@@H](O)[C@@H]6OC(c7ccc(Cl)cc7)OC[C@@]6(C)C5CC[C@]43C)C2C1 (stereo partly drawn)	55	67	59	50	96	60	92	85
C=CCc1cc(C)ccc1O	96	89	·	85	99	116	112	70
CCCCN(CCCC)CC(O)c1cc2c(Cl)cc(Cl)cc2c2cc(C(F)(F)F)ccc12 (stereo not drawn)	81	83	80	77	100	98	72	65
CC(C)CCC1=C(O)c2ccccc2C(=O)C1=O	103	96	93	103	108	105	99	100
CC(=O)Nc1cc2c(c(Cl)c1Cl)-c1ccccc1C2=O	98	62	109	101	101	100	93	105
CCOC(=O)CCC(NC(C)=O)(C(=O)OCC)C(=O)OCC	97	100	91	88	109	109	122	90
CCOC(=O)c1cc(C#N)c2sc3ccccc3n2c1=O	·	84	116	·	106	·	103	·
C=C1C(=O)O[C@H]2[C@H]1CC/C(COC(=O)CCCCCCCC(=O)OC/C1=C/CC[C@@]3(C)O[C@H]3[C@H]3OC(=O)C(=C)[C@@H]3CC1)=C\CC[C@@]1(C)O[C@@H]21	2.4*	5.3*	3.7*	3.3*	30	-22*	-10*	0.7*
O=C(Nc1ccc(Cl)cc1)Nc1cccc(Oc2nnc(Cl)c3ccccc23)c1	·	86	88	93	94	85	68	83
COc1cc(/C=C/C(=O)c2cccc(Nc3nc(Nc4ccccc4)nc(Nc4ccccc4)n3)c2)cc(OC)c1OC	9.7*	23	-63*	24	69	·	56	·
O=C(CCCC1SCC2NC(=O)NC21)NCCCc1cn(CCOCc2ccccc2)nn1 (stereo not drawn)	104	94	110	102	104	98	99	106
C#CCNC(=O)CCC(=O)OC[C@]12CC[C@@H](C(=C)C)[C@@H]1C1CC[C@@H]3[C@@]4(C)CCCNC(C)(C)[C@@H]4CC[C@@]3(C)[C@]1(C)CC2 (stereo partly drawn)	-3.1*	-66*	-6.6*	3.1*	-32*	-95*	-48*	-7.1*
O=C(O)c1cn(C2CC2)c2cc(N3CCN(C(=O)N(c4ccccc4)c4nc(-c5ccc(Br)cc5)cs4)CC3)c(F)cc2c1=O	90	72	63	84	96	89	93	72
CC(=O)Nc1ccc2c(c1)Cc1cc(NC(=O)/C=C\C(=O)O)ccc1-2	103	88	97	87	103	103	96	99
c1ccc(C2=NN[C@H](c3cn(-c4ccccc4)nc3-c3ccccc3)C2)cc1	81	74	87	85	67	28	14	91
COC(C)CCOC(=O)c1ccc(C(C)C)cc1 (stereo not drawn)	102	105	103	110	102	122	113	138
N#Cc1ccc(-c2nn(-c3ccc(C(=O)O)cc3)cc2CNc2ccc(F)cc2)cc1	86	88	82	89	116	121	99	88
O=C(Sc1ccccc1)n1nc(Cl)c2ccc([N+](=O)[O-])cc21	72	79	91	86	104	90	103	74
[O-]/[N+](=C\c1c(Cl)cccc1Cl)CC1(O)CCCCC1	97	95	99	99	110	108	105	98
S=C(Nc1ccccn1)Nc1ccccn1	100	56	97	123	107	72	94	97
CS(=O)(=O)Nc1cc(-c2ccc3ncnc(Nc4ccc5[nH]ncc5c4)c3c2)cnc1Cl	75	38	102	90	75	17	80	63
COC(=O)[C@]1(CCSC)N[C@H](c2cn(-c3ccccc3)nc2C)[C@@H]2C(=O)N(c3ccccc3)C(=O)[C@@H]21	·	98	·	·	106	108	109	·
CS(=O)(=O)Nc1ccc(C(=O)/C=C2/C(=O)Nc3ccc(F)cc32)cc1	98	82	99	85	104	87	98	75
CCCc1c(C(=O)NC2CCN(Cc3ccccc3)CC2)cnn1-c1ccccc1	96	93	93	75	93	86	102	75
Nc1ccccc1CCO	102	89	103	102	114	119	100	97
C[C@]12CC[C@@H]3c4ccc(O)cc4CC[C@H]3[C@@H]1CC[C@@H]2NS(=O)(=O)Cc1ccc(Cl)cc1	28	13	38	25	52	53	64	28
CC(C)(C)c1ccc(OCCCCCCCN2CCNCC2)cc1	0.6*	-20*	-17*	0.4*	51	-54*	19	-10*
CCOC(=O)CC(=O)c1c(C)cc(C)cc1C	79	97	90	112	99	99	103	·
Cc1ccc([C@@H]2C[C@@H]3Cc4ccccc4N2O3)o1	96	103	85	97	95	114	111	85
CCOC(=O)C(=O)Nc1c(CC)cccc1C(C)CC (stereo not drawn)	96	103	104	100	99	98	115	100
C#CCOC(=O)[C@]1(C)CCC[C@]2(C)[C@H]3C[C@H]4C(C(C)C)=C[C@]3(CC[C@H]21)[C@@H]1C(=O)OC(=O)[C@@H]14	85	90	56	85	105	73	105	103
Nc1nc(-c2ccccc2)c(N=Nc2ccc([N+](=O)[O-])cc2Cl)s1	79	68	53	67	87	56	88	136
Nc1nc(-c2ccccc2)cc(-c2cnn(-c3ccccc3)n2)n1	105	82	103	·	103	97	97	·
C#CCOc1ccc(C2=NN(CCC)C3N=C(Cl)c4ncn(CCC)c4N23)cc1OCC#C (stereo not drawn)	79	92	86	72	90	86	90	88
COc1ccc(-c2c(N)c(=O)n(C)c3ccccc23)cc1	37	25	25	47	59	50	49	36
COc1ccc(C(=O)Nn2c(N)cc3ccccc3c2=O)cc1	88	74	95	103	109	104	88	99
N/C(=N\N=C\c1cc2ccccc2[nH]1)N/N=C/c1cc2ccccc2[nH]1	85	70	88	62	104	107	100	6.9*
CC[N+](CC)=c1ccc2nc3c(cc(N)c4ccccc43)oc-2c1	-44*	-46*	10	1.1*	-82*	-5.0*	-72*	-47*
NS(=O)(=O)c1ccc(CCn2c(SCc3ccc(Cl)cc3)nc3ccccc3c2=O)cc1	87	95	94	·	107	94	94	100
CCCCCN(CCCCC)CC(O)c1ccc2cc(Br)c3ccccc3c2c1 (stereo not drawn)	92	82	83	76	91	93	·	67
Cc1oc(-c2ccc(Cl)cc2)nc1/C=C/C(=O)c1ccc(F)cc1	92	85	85	95	95	91	97	89
COC(=O)/C=C/N1CCCC1	97	91	143	104	102	·	96	103
COC(=O)c1cccc(C(=O)OC)c1-c1c(C(=O)OC)cccc1C(=O)OC	·	·	105	·	106	110	115	·
CC(C)CN(CC(C)C)c1ccc([N+](=O)[O-])cc1[N+](=O)[O-]	87	107	96	75	107	85	88	83
Nc1cccc(C(=O)NO)c1	101	95	115	126	98	103	109	97
CN(C)CCn1c2ccc(N)cc2c2nc3ccccc3nc21	8.1*	9.6*	25	14	38	24	33	33
Cc1nc2ccccc2c(/C=C/c2ccccc2)c1C(=O)/C=C/c1ccc(C(F)(F)F)cc1	4.7*	-9.4*	-29*	1.8*	-83*	-68*	-44*	·
Cc1cc2nc(CO)[nH]c2cc1C	103	120	88	111	109	135	109	122
O=c1cc(-c2ccccc2)nc2c(Cl)cc(Cl)cn12	90&103	30&37	90&87	79&109	98&107	63&65	80&87	82&100
O=C(O)c1c[nH]c2nccnc12	103	96	112	98	105	·	148	135

(list continues)
SMILES	MOLT-4	MCF7	RPMI-8226	K-562	MDA-MB-435	MDA-MB-468	MDA-MB-231	SR
COc1ccc(-c2ccc(-c3ccc(C(=N)N)c(F)c3)s2)cc1	-80*	-71*	-66*	-70*	-79*	-79*	-89*	-21*
O=c1nc2c(-c3nc(-c4ccccc4Cl)no3)n[nH]n2c2sc3c(c12)CCCC3	102	90	106	102	100	108	91	99
O=C(OCCN1CCCCC1)c1noc2cc([N+](=O)[O-])ccc12	101	95	100	103	110	107	116	106
CNc1nc2c(s1)C(c1cccc(F)c1)CC(=O)N2 (stereo not drawn)	103	95	106	96	100	98	104	·
CC1=C(SCCC(=O)OC(C[Se]C2=C(C)C(=O)c3ccccc3C2=O)C(=O)NC(C)(C)C)C(=O)c2ccccc2C1=O (stereo not drawn)	13	-63*	·	7.3*	-87*	·	-58*	19
c1ccc(C2=NN(c3ccccc3)C(c3ccccc3)C2)cc1 (stereo not drawn)	103	97	100	96	108	119	104	91
CCCCCCN(CCCCCC)c1ccc(/C=C2/SC(=O)NC2=O)c(C)c1	75	79	66	65	82	81	111	·
CCN(CC)CCC(=O)c1cc(-c2ccccc2)oc1-c1ccccc1	63	71	25	74	103	89	95	19
COc1ccc(-n2cnc3ccccc3c2=O)cc1	83	101	95	67	105	106	92	90
O=C(NNc1nc2cc(Cl)ccc2n2cccc12)c1cnccn1	·	32	46	36	57	·	54	25
O=c1[nH]c(=S)[nH]c(=O)n1-c1ccc2c(c1)OCO2	93	97	109	90	110	107	115	91
CCCCCCOC(=O)CC[C@@H](C)[C@H]1CC[C@H]2[C@@H]3[C@H](OC(=O)CCN)C[C@@H]4C[C@H](OC(=O)CCN)CC[C@]4(C)[C@H]3C[C@H](OC(=O)CCN)[C@]12C	78	92	93	33	103	76	88	52
Cc1nc2ccccc2n1C(=O)CN1CCOCC1	108	94	108	106	100	93	109	·
O=C(Cn1cc(CN2C(=O)c3ccccc3S2(=O)=O)nn1)Nc1ccc([N+](=O)[O-])cc1Cl	97	83	107	·	103	103	90	·
CSc1nnnn1-c1ccccc1	101	108	101	105	110	99	98	95
COc1cccc(/C=N\NC(=O)C(=O)N/N=C\c2cccc(OC)c2O)c1O	58	74	76	67	85	99	68	47
Nc1ncc(-c2ccc(NS(=O)(=O)c3cc(Cl)c(F)cc3F)cc2)[nH]1	·	88	88	·	101	96	96	·
C[n+]1c(/C=C/c2ccc([N+](=O)[O-])cc2)ccc2ccccc21	91	96	102	89	108	53	115	83
CN(C)Cc1c[nH]c2nccnc12	102	94	100	97	106	101	109	113
OC(COc1cccc2ccccc12)CN1CCN(c2ccc(Cl)cc2)CC1 (stereo not drawn)	110	90&84	68	85&66	95&90	97&59	112&84	75&113
O=C(c1ccc(CSc2ccc(Cl)cc2)o1)N1CCOCC1	98	98	91	88	98	82	89	97
O=C(Nc1ccccc1Cl)N1CCC2N(C(=O)Nc3ccccc3Cl)CCC3N(C(=O)Nc4ccccc4Cl)CCC1N23 (stereo not drawn)	97	104	98	110	108	109	96	106
O=S(=O)(c1ccccc1F)N1CCN(c2nccc(-c3c(-c4cccc(F)c4)nc4sccn34)n2)CC1	54	65	63	60	88	71	84	77
Cc1ccc(/C=C2/SC(=S)N(CCc3ccc(O)cc3)C2=O)o1	73	80	71	30	27	94	84	41
CC(C)Nc1cc(-c2c[nH]c(C(=O)N[C@H](CO)c3cccc(Cl)c3)c2)c(Cl)cn1	13	28	22	20	22	44	20	24
CCN(C(=S)Nc1cccc2ccccc12)c1ccccc1	94	91	92	85	108	93	102	65
O=S(=O)(NCCCNc1nccc(-c2c(-c3ccc(F)c(O)c3)nc3sccn23)n1)c1ccc(Cl)cc1	46	77	43	44	32	83	66	62
Cc1cc(C)cc(Nc2ccc([N+](=O)[O-])c(NCCN3CCOCC3)n2)c1	10	13	12	7.2*	-30*	21	31	17
COc1ccc(-c2oc(=O)ccc2-c2cc(OC)c(OC)c(OC)c2)cc1O	21	11	15	-9.3*	-65*	·	39	8.9*
CC1=C(C)C(=O)C(N2CCC(N3CCOCC3)CC2)=CC1=O	·	96	97	·	111	97	102	·
COc1cc(/C=C\c2cccnc2Nc2cc(OC)c(OC)c(OC)c2)cc(OC)c1OC	84	83	55	·	89	96	85	67

6 compounds picked at random from the list so far, as already listed:
SMILES	MOLT-4	MCF7	RPMI-8226	K-562	MDA-MB-435	MDA-MB-468	MDA-MB-231	SR
OC(COc1cccc2ccccc12)CN1CCN(c2ccc(Cl)cc2)CC1 (stereo not drawn)	110	90&84	68	85&66	95&90	97&59	112&84	75&113
C[n+]1c(/C=C/c2ccc([N+](=O)[O-])cc2)ccc2ccccc21	91	96	102	89	108	53	115	83
CC1=C(C)C(=O)C(N2CCC(N3CCOCC3)CC2)=CC1=O	·	96	97	·	111	97	102	·
CCN(C(=S)Nc1cccc2ccccc12)c1ccccc1	94	91	92	85	108	93	102	65
Cc1cc(C)cc(Nc2ccc([N+](=O)[O-])c(NCCN3CCOCC3)n2)c1	10	13	12	7.2*	-30*	21	31	17
Cc1ccc(/C=C2/SC(=S)N(CCc3ccc(O)cc3)C2=O)o1	73	80	71	30	27	94	84	41

A different layout for two compounds above.
| molecule | MOLT-4 | MCF7 | RPMI-8226 | K-562 | MDA-MB-435 | MDA-MB-468 | MDA-MB-231 | SR |
| --- | --- | --- | --- | --- | --- | --- | --- | --- |
| COc1cc(/C=C\c2cccnc2Nc2cc(OC)c(OC)c(OC)c2)cc(OC)c1OC | 84 | 83 | 55 | · | 89 | 96 | 85 | 67 |
| O=S(=O)(c1ccccc1F)N1CCN(c2nccc(-c3c(-c4cccc(F)c4)nc4sccn34)n2)CC1 | 54 | 65 | 63 | 60 | 88 | 71 | 84 | 77 |
